MT1-MMP txn act = activates MT1-MMP transcription | HT1080 MT1-MMP promoter luciferase reporter, luminescence, overnight; hits give high values | 86,000 compounds, 0.16% hits | activation factor at 10 µM;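 active = activation factor of at least 2 for MT1-MMP transcription at 10 µM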
Mac1 fbg enh = enhancers of human CD11b/CD18 binding to fibrinogen; K562 CD11b/CD18 adhesion to fibrinogen, ATPlite luminescence; activation, % at 10 µM; P05107+P11215; 93,000 compounds, 0.07% hits;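 active = 10 µM primary screen giving 50% or more activity, confirmed by 40% or more on retest at that dose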; also: strong numbers were not always called active; reference of the scale not given here
Smad3 inh = inhibitors of human Smad3 transcription factor binding. P84022. TR-FRET Smad3/Dy647-FoxH1 peptide binding, europium anti-His. inhibition, % at 25 µM. 88,000 compounds, 0.29% hits. AID 630;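 active = compounds that reduce the energy-transfer binding signal between the protein and its labelled peptide by more than half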;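 also: 0% = Smad3 plus labelled peptide maximal FRET and 100% = peptide-only background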
Target sequence (P84022 whole entry, looked up): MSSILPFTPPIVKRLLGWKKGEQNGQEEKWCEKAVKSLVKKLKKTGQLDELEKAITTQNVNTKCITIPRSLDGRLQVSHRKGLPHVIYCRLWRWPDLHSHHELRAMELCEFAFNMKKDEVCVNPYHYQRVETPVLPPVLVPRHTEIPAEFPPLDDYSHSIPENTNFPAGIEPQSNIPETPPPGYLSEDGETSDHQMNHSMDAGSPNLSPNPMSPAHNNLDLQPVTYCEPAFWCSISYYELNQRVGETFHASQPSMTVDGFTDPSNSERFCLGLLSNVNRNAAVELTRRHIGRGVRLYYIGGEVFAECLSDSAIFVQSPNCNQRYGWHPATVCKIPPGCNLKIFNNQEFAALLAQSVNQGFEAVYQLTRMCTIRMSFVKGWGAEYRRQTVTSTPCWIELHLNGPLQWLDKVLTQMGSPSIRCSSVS
ERb coact inh = ER-beta (human) coactivator binding inhibition; inhibition, % at 25.6 µM; AID 633; 86,000 compounds, 1.3% hits; TR-FRET ER-beta LBD / SRC1-Cy5 peptide binding; receptor agonist-loaded with 1 µM estradiol; Q92731;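 active = compounds whose percent inhibition of the receptor-coactivator binding signal exceeds about 50% in the single-dose screen, limit read from the data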;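 also: 0% = receptor plus peptide wells without compound and 100% = peptide-only wells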
sEH activator = soluble epoxide hydrolase (human) activation; purified human sEH enzymatic activity, activator screen; activation, % at 2 µM; 91,000 compounds, 0.04% hits; AID 717; in the data active = activation above about 37%; also: values of inactives mirror those of a sister screen read the other way
Target sequence (P34913 whole entry, looked up): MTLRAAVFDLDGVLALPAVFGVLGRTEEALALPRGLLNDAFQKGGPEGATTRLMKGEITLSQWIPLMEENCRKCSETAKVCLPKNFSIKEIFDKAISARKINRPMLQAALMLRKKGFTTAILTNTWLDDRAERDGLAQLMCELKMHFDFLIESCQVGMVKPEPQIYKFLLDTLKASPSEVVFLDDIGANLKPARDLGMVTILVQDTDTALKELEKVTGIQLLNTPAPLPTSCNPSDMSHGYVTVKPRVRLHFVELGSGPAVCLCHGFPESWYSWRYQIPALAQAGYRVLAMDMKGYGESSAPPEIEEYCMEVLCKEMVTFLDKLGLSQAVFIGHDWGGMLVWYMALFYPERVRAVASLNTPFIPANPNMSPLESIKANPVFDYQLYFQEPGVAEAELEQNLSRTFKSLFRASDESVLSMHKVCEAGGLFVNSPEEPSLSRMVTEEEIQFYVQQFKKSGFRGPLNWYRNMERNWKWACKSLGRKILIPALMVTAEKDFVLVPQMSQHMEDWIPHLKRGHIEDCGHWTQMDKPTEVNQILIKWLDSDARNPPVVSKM
sEH inh = blocks human soluble epoxide hydrolase activity. P34913. recombinant human sEH enzymatic activity assay. inhibition, % at 2 µM. 91,000 compounds, 0.34% hits; in the data active = inhibition above about 80%; also: values of inactives mirror those of a sister screen read the other way; many of its hits are not listed in these tables
ERa coact pot = enhances coactivator binding to human estrogen receptor alpha; P03372; TR-FRET ERalpha-LBD/SRC-Cy5 coactivator binding, 2 h; 100 = basal binding, no effect; coactivator binding (% of control), % at 25.6 µM; 86,000 compounds, 1.3% hits; AID 639; in the data active = activity above about 200%;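 also: binding measured in presence of low estradiol as agonist stimulus; 0% = peptide alone without receptor and 100% = receptor with peptide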
Calb biofilm kill = kills Candida albicans biofilms. 85,000 compounds, 0.14% hits. inhibition, % at 6 µM. AID 834. C. albicans biofilm + clotrimazole, Alamar Blue;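 active = inhibition above 20%; inactive = inhibition below 20%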;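 also: preformed 24 hr biofilms exposed to compound for 48 hr; 0% = biofilm without compound and 100% = blank killed by clotrimazole plus chlorhexidine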
Mac1 fbg inh = CD11b/CD18-fibrinogen binding inhibition | P05107+P11215 | K562 CD11b/CD18 adhesion to fibrinogen, ATPlite luminescence; Mn2+ added to activate the integrin | inhibition, % at 10 µM | 93,000 compounds, 0.54% hits;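 active = primary inhibition of 50% or more at 10 µM, then 40% or more on retest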; also: some results filed as inactive read as strong as hits
Starred values were filed as active, the others as inactive; nt = no result given; & = joins results of further samples; [ ] = another dose, or the depositor's remark.

SMILES | MT1-MMP txn act | Mac1 fbg enh | Smad3 inh | ERb coact inh | sEH activator | sEH inh | ERa coact pot | Calb biofilm kill | Mac1 fbg inh
CCOc1cc(S(=O)(=O)N(CC)CC)ccc1F | 1.2 | 10.7 | 3.7 | -3.2 | 0.9 | 1.8 | 99.6 | 0.6 | 3.0
O=C(Nc1ccc(Oc2ccc(S(=O)(=O)N3CCOCC3)cn2)cc1)c1ccco1 | 1.1 | nt | -1.3 | 17.1 | -17.0 | 18.0 | 79.5 | 6.6 | nt
CC(=O)N1CCC(C(=O)c2ccc(Cl)cc2)CC1 | 1.5 | -2.1 | -1.6 | -24.2 | -6.0 | 7.3 | 119.6 | 4.8 | 0.8
Cc1ccc(C)c2[nH]c(=O)c(CN(Cc3ccc4c(c3)OCO4)Cc3nnnn3Cc3ccco3)cc12 | 1.1 | 2.2 | -2.3 | 7.5 | 2.2 | -2.1 | 107.3 | -5.8 | 3.8
CCCCC(=O)c1ccc(O)cc1O | 1.3 | nt | 10.1 | -12.3 | 17.6 | -13.9 | 109.0 | 5.0 | nt
CN(Cc1ccccc1)C1CC(=O)N(c2ccc(C(=O)O)cc2)C1=O (stereo unspecified) | 1.1 | -0.7 | 2.9 | -2.5 | -19.7 | 22.5 | 94.2 | -0.4 | -3.2
O=C1C2ON(c3ccccc3)C(c3ccccc3F)C2C(=O)N1c1ccccc1 (stereo unspecified) | 1.3 | 0.8 | 3.1[fluorescence artefact?] | 0.1 | -10.8 | 8.4 | 108.9 | 12.3 | 7.3
CC(C)(C)NC(=O)C(c1ccccc1F)N(Cc1ccco1)C(=O)c1csnn1 (stereo unspecified) | 1.3 | -0.1 | 5.8 | -3.0 | 5.3 | -4.0 | 106.4 | 11.0 | -2.0
Cc1cc(C(=O)Nc2c(C)nn(Cc3ccc(F)cc3)c2C)on1 | nt | -2.1 | -12.9 | -3.5[fluorescence artefact?] | nt | nt | 100.2[fluorescence artefact?] | 1.5 | -5.0
COC(=O)C1=C(C)N(c2ccc(Cl)c(Cl)c2)C(=O)C1 | 1.2 | nt | 6.1 | -15.3 | 5.5 | -0.1 | 65.9 | 5.4 | nt
CNc1nc(C)c(C(=O)OCc2ccccc2)s1 | 1.6 | -0.3 | 1.8 | -2.3 | 15.3 | -10.5 | 112.6 | -2.5 | 4.7
CC(CCc1ccccc1)NC(=O)CN1CCN(Cc2ccc(Cl)cc2)C1=O (stereo unspecified) | nt | 1.0 | 1.0 | -7.2 | -1.6 | 0.1 | 110.2 | 7.0 | 9.6
Nc1[nH]nc2nc(N3CCOCC3)nc(-c3ccccc3)c12 | 1.2 | -1.3 | 7.2 | -23.4 | -7.8 | 8.1 | 104.7 | 1.0 | 0.6
CCOC(=O)c1cc(-c2ccc(Cl)s2)nc2c1c(C)nn2C | 1 | 7.3 | 8.5 | 2.4 | 8.1 | -8.5 | 142.7 | 3.6 | 5.5
COc1ccc(-c2c3c([nH]c(=S)c2C#N)CCC3)cc1 | 0.9 | 41.5 | 15.0[fluorescence artefact?] | -15.7 | -10.3 | 12.8 | 120.5 | 7.5 | 48.3
Cn1c(C(=O)NCCCN2CCN(c3ccccc3F)CC2)cc2c(=O)[nH]c3ccccc3c21 | 1.2 | 1.9 | -12.7 | 16.1[fluorescence artefact?] | -5.3 | 4.0 | 93.9 | 4.4 | 7.0
c1ccc2[nH]c(-c3ccnc4ccccc34)nc2c1 | 1.6&1.2 | -2.3&-1.0 | -6.2&1.5 | 0.6&2.5 | 4.0 | -2.1 | 116.8&79.9 | -1.1&-2.9 | -7.1&-49.7
OCCCc1nc2ccccc2n1CCOc1ccccc1 | 1.1 | -5.3 | 4.5 | 49.0[fluorescence artefact?] | 1.5 | -1.0 | 85.1 | 4.7 | -1.1
COc1ccc(C)cc1NC(=O)c1nnn(Cc2cc(C)ccc2C)c1N | 1 | 0.7 | -3.2 | 20.3[fluorescence artefact?] | 5.0 | -4.3 | 119.3[fluorescence artefact?] | -2.1 | -2.2
O=C(Nc1cccc(NC(=O)c2ccco2)c1)c1ccc2c(c1)OCO2 | 1.2 | -6.9 | 13.6 | -12.4 | -8.1 | 10.2 | 111.4 | 2.9 | -1.8
COCCCNS(=O)(=O)c1ccc(S(=O)(=O)N2CCCC2)cc1 | nt | -2.1 | nt | nt | 18.7 | -16.6 | nt | nt | 10.5
COc1cc(C(=O)NCc2ccc(-c3nc4ccccc4o3)cc2)cc(OC)c1OC | 1.4 | 13.9 | 13.4[fluorescence artefact?] | 22.8[fluorescence artefact?] | -8.6 | 4.6 | 190.6[fluorescence artefact?] | 1.2 | 2.0
C=CCn1c(COc2cccc3ccc(C)nc23)nnc1SCC(=O)O | 1.1 | -1.9 | 2.7 | -5.9 | -1.0 | 0.6 | 98.8 | 3.8 | -4.9
CCN1CC2CCCC3(C1)C(=O)NC1(CCCCC1)N=C23 (stereo unspecified) | 1.2 | 4.0 | 4.1 | 5.8[fluorescence artefact?] | nt | nt | 133.6 | 7.2 | -10.4
O=C1N(CCCN2C(=O)C3(OCCO3)c3ccccc32)c2ccccc2C12OCCO2 | 1.1 | -2.5 | 9.7[fluorescence artefact?] | -5.7 | nt | nt | 112.7 | 5.9 | 1.3

Later entries:
SMILES | MT1-MMP txn act | Mac1 fbg enh | Smad3 inh | ERb coact inh | sEH activator | sEH inh | ERa coact pot | Calb biofilm kill | Mac1 fbg inh
CCCCCCC(=O)NCC(=O)OCC(=O)c1ccccc1 | 1.2 | 1.2 | 3.0[fluorescence artefact?] | 2.4 | nt | nt | 100.8 | 8.4 | 20.6
COC(=O)CN(C(=O)CSc1nnc(-c2cccc(OC)c2)o1)c1ccc(OC)cc1 | 1.2 | -2.1 | 10.9 | -16.8 | -2.9 | 4.2 | 93.7 | 0.1 | 5.3
CCCCCOC(=O)C1=C(C)Nc2nnnn2C1c1ccc(OC)c(OC)c1OC (stereo unspecified) | 1 | nt | -3.2 | -6.8 | -41.4 | 39.9 | 93.0 | 3.8 | nt
CCn1c(=O)c(-c2ccccc2)c(O)c2ccccc21 | 1 | -1.7 | 13.7 | 2.7 | 1.5 | -1.8 | 97.0 | -3.9 | -4.0
COc1ccc(Nc2cc(=O)oc3ccccc23)cc1 | nt | -0.6 | 1.5 | 1.5 | 13.2 | -10.8 | 129.9 | 5.5 | -22.0
CC(=O)c1ccc(N2CCN(C(=O)C3CCN(S(=O)(=O)Cc4ccccc4)CC3)CC2)cc1 | 1 | -1.7 | 17.4 | 4.6[fluorescence artefact?] | -12.4 | 13.9 | 173.4[fluorescence artefact?] | 2.8 | 43.5
COc1ccc(C2NC(=O)c3ccccc3O2)c(OC)c1OC (stereo unspecified) | 1.1 | 1.3 | 0.0 | -11.2 | -9.4 | 7.7 | 110.1 | 4.0 | -10.3
CCc1cc2c(=O)[nH]cnc2s1 | 1.1 | nt | -8.0 | 13.6 | 19.6 | -21.9 | 94.7 | 6.3 | nt
CCn1c(C)c(/C=N/Nc2nc3ccccc3s2)c2ccccc21 | 1.6 | nt | -14.5 | -3.2 | -1.4 | 0.9 | 100.7 | 5.8 | nt
COc1ccc(/C(O)=C2/C(=O)C(=O)N(CCN3CCOCC3)C2c2cccnc2)cc1OC (stereo unspecified) | 1.1 | nt | 9.0 | -31.7 | -2.5 | 3.6 | 114.7 | 9.7 | nt
c1ccc(-n2nnnc2-c2cnc(-c3ccncc3)nc2-c2cccs2)cc1 | 1 | nt | 9.3 | -2.8 | 5.5 | -6.3 | 96.2[fluorescence artefact?] | 7.1 | nt
CCc1nc(SCC(=O)Nc2ccccc2C(=O)OC)n[nH]1 | 1.1 | -4.1 | 6.6 | -9.6 | -3.4 | 4.6 | 100.9 | 4.2 | 4.5
COc1ccccc1OCC(O)Cn1nc(C)cc1C (stereo unspecified) | 1.2 | nt | -3.3 | -3.1 | -0.3 | 1.8 | 115.5 | -1.3 | nt
COc1ccc(NC(=O)Nc2cccs2)cc1OC | 1.5 | -4.4 | -8.7 | -6.3[fluorescence artefact?] | -13.4 | 13.9 | 101.5 | 5.2 | -12.2
Cc1cc(C(=O)N2CCN(c3ncccn3)CC2)sc1-c1ccccc1 | 1.1 | nt | 0.1 | 29.5[fluorescence artefact?] | 8.6 | -8.0 | 150.9[fluorescence artefact?] | 3.2 | nt
COC(=O)c1cccc(NC(=O)c2cccs2)c1C | 1.1 | -2.0 | -7.6 | -3.5 | -4.2 | 2.4 | 106.7 | 5.9 | 3.4
CCC(Sc1nc(C)cc(=O)[nH]1)C(=O)Nc1nnc(C)s1 (stereo unspecified) | 1.1 | nt | 7.5[fluorescence artefact?] | -18.2 | -17.2 | 20.3 | 104.8[fluorescence artefact?] | -1.9 | nt
Cc1ccc(C(=O)NCCn2cc(SCC(=O)N3CCOCC3)c3ccccc32)cc1 | nt | 2.8 | 0.8 | -3.7 | -6.8 | 8.9 | 120.1 | 8.3 | -4.8
CCCCNC(=O)NC1(C(F)(F)F)Oc2ccccc2O1 | 1.2 | -2.1 | 0.3 | 0.7 | 7.3 | -9.2 | 103.1 | 2.1 | 3.7
O=C(c1ccco1)n1c(=S)nc2ccccn21 | 1.5 | -1.4 | -2.7 | -7.5 | -3.1 | 1.2 | 113.6 | 7.9 | 23.1
CC(=O)Nc1ccc(S(=O)(=O)NCCc2cc3c(C)ccc(C)c3[nH]c2=O)cc1 | 1.1 | 0.5 | -6.5 | 29.6[fluorescence artefact?] | nt | nt | 88.2 | 6.6 | -6.4
COC(=O)C1=C(C)OC(N)=C(C#N)C1c1ccsc1 (stereo unspecified) | 1.2 | nt | 13.0[fluorescence artefact?] | -6.1 | -11.8 | 16.1 | 109.2 | nt | nt
CCSc1nnc(-c2cccc(S(=O)(=O)N(CC)CC)c2)n1Cc1ccccc1 | 1.2 | 2.4 | 4.3 | 29.1 | 6.8 | -8.5 | 112.1 | 4.0 | -6.6
CCN(c1ccccc1)S(=O)(=O)c1cnc[nH]1 | 1 | -4.3 | 0.0 | -0.9 | nt | nt | 98.8 | -4.1 | -1.8
O=C(Nc1ccn(Cc2c(F)c(F)cc(F)c2F)n1)c1cccc(Cn2cc([N+](=O)[O-])cn2)c1 | nt | -1.2 | nt | nt | -41.2 | 42.3 | nt | nt | -8.0
Cc1ccc(C2CC(=O)c3cnc(N4CCc5ccccc5C4)nc3C2)cc1 (stereo unspecified) | 1.1 | nt | 1.9 | -2.2 | 2.3 | -3.4 | 109.9[fluorescence artefact?] | 4.7 | nt
CC(=O)c1ccc(NC(=O)CCC(=O)OCC(F)(F)C(F)F)cc1 | 1 | 1.1 | -2.3 | -1.2 | 20.0 | -19.4 | 137.9 | -4.1 | 7.0
CCOC(=O)CSc1nc(-c2ccccc2)cc(C(F)(F)F)n1 | 1.3 | nt | 3.4 | -5.7 | 2.7 | 0.5 | 102.4 | 5.5 | nt
Cc1ccc(S(=O)c2ccc(C)cc2)cc1 | 1.1 | 3.9 | -0.9 | -1.1 | 4.7 | -4.1 | 114.2 | 4.7 | 2.2
Cc1ccc(-n2nnnc2SC(C)C(N)=O)c(C)c1 (stereo unspecified) | 1.2 | -0.4 | -1.8 | -4.2 | 2.8 | -1.1 | 127.2 | 0.7 | -2.0

Random excerpt: four compounds from above.
SMILES | MT1-MMP txn act | Mac1 fbg enh | Smad3 inh | ERb coact inh | sEH activator | sEH inh | ERa coact pot | Calb biofilm kill | Mac1 fbg inh
COc1ccc(-c2c3c([nH]c(=S)c2C#N)CCC3)cc1 | 0.9 | 41.5 | 15.0[fluorescence artefact?] | -15.7 | -10.3 | 12.8 | 120.5 | 7.5 | 48.3
CCOC(=O)CSc1nc(-c2ccccc2)cc(C(F)(F)F)n1 | 1.3 | nt | 3.4 | -5.7 | 2.7 | 0.5 | 102.4 | 5.5 | nt
Cc1ccc(C2CC(=O)c3cnc(N4CCc5ccccc5C4)nc3C2)cc1 (stereo unspecified) | 1.1 | nt | 1.9 | -2.2 | 2.3 | -3.4 | 109.9[fluorescence artefact?] | 4.7 | nt
CC(=O)Nc1ccc(S(=O)(=O)NCCc2cc3c(C)ccc(C)c3[nH]c2=O)cc1 | 1.1 | 0.5 | -6.5 | 29.6[fluorescence artefact?] | nt | nt | 88.2 | 6.6 | -6.4

The list is partial. The share of hits here may be higher or lower than overall.
